# BLM inh – blocks DNA unwinding by human BLM helicase; recombinant BLM DNA unwinding, fluorescence dequenching; 0.2% of 350,000 active; Potency, µM (series often up to 56.1 µM), inactives show at the highest dose activity change, negative = inhibition, hits mostly inhibitors; AID 2528; P54132;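 also: plate controls were vehicle for no effect and no enzyme for full effect; nearly all actives have a fitted effect of over 35% in size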
# Pol iota inh – DNA polymerase iota (human) inhibition. Q9UNA4. Pol iota fluorescent replication assay, 10 min. Potency, µM (highest dose often 115 µM), for inactives: at the top dose activity, negative = inhibition, hits mostly inhibitors. 1% of 390,000 active. AID 588590
# Target sequence (Q9UNA4 whole entry, looked up): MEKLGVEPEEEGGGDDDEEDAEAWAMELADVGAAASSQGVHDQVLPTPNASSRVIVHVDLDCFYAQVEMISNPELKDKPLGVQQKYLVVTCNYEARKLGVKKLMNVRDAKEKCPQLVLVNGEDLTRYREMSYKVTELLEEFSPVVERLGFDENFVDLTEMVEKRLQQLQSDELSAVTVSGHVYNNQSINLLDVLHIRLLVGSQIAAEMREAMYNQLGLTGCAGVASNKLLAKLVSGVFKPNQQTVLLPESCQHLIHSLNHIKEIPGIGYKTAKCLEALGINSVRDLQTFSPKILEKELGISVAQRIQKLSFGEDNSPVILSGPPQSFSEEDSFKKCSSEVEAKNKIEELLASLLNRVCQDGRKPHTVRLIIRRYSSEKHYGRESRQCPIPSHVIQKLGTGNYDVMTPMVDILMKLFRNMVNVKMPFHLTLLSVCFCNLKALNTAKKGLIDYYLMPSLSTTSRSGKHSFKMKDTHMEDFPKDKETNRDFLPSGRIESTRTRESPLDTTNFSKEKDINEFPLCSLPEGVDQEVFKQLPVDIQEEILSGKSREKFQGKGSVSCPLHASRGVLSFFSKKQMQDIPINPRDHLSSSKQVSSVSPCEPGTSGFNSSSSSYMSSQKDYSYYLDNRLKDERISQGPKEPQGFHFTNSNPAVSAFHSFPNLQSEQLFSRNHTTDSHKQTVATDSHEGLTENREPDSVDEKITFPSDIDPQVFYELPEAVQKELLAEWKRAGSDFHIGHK
#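 Fluorescent replication assay read twice, at 0 min and 10 min after adding 50 nM (final) substrate. Enzyme (10 nM) and compounds were first incubated 15 min at room temperature; enzyme-free buffer wells were negative controls.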
# G9a block – inhibitors of human histone lysine methyltransferase G9a | Q96KQ7 | G9a H3K9 monomethylation, AlphaScreen, 2 h | Potency, µM (top dose mostly 102 µM), for inactives: at the highest dose activity, negative = inhibition, most hits filed as inhibitors | 8.8% of 350,000 active; also: % is scaled to controls: 0 for no effect and ±100 for the full control effect; nearly all actives have a fitted effect of over 75% in size
# Target sequence (Q96KQ7 913-1193 limits assumed): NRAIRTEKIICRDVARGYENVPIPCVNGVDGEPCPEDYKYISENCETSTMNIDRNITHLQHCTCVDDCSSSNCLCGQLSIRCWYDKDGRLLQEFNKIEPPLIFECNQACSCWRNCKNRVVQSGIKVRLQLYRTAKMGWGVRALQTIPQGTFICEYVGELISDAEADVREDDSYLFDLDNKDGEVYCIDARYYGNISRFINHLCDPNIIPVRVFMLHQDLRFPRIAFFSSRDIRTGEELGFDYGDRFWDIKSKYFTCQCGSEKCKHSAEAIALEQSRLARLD
#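 Chemiluminescent proximity detection of H3K9 monomethylation, read after 10 min bead incubation in the dark. Reaction: 20 nM G9a, 500 nM biotin-H3K9 peptide, 20 uM SAM cofactor, 2 h, room temperature, following 15 min enzyme-compound preincubation.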
# POLH inh – blocks human DNA polymerase eta activity | Q9Y253 | recombinant Pol eta, fluorescent DNA replication assay | Potency, µM (top dose mostly 114 µM), without a hit: top-dose activity change, negative = inhibition, most hits filed as inhibitors | 1.2% of 390,000 active; also: % is scaled to controls: 0 for no effect and ±100 for the full control effect
#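 Fluorescent replication assay: 50 nM final substrate added after a 15 min room-temperature compound preincubation with 10 nM enzyme. Signal taken at 0 min and again at 10 min.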
# APEX1 inh – blocks human APE1 abasic DNA cleavage; recombinant APE1, TAMRA/BHQ-2 abasic DNA cleavage fluorescence; 0.35% of 350,000 active; Potency, µM (titrated, usually from 65.8 µM), for the others: at the highest dose activity change, negative = inhibition, most hits filed as inhibitors; P27695;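 also: plate controls were vehicle for no effect and reference inhibitor for full effect; nearly all actives have a fitted effect of over 55% in size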
#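 Readout is kinetic fluorescence (ex 525, em 598 nm) from cleavage of 50 nM TAMRA/BHQ-2 THF abasic duplex by 0.75 nM APE1, compound added 15 min beforehand at RT.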
# POLK inh – inhibitors of human DNA polymerase kappa; Q9UBT6; purified Pol kappa, fluorescent DNA synthesis assay, 10 min; Potency, µM (titrated, usually from 107 µM), without a hit: at the top dose activity, negative = inhibition, most hits filed as inhibitors; 0.53% of 400,000 active; also: % is scaled to controls: 0 for no effect and ±100 for the full control effect
#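 10 nM Pol kappa was preincubated with compounds for 15 min at room temperature. Reaction started with 50 nM (final) substrate. Fluorescence read kinetically at 0 and 10 min.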
# BAZ2B block – blocks human BAZ2B. Q9UIF8. AlphaScreen BAZ2B-H3K14Ac peptide displacement. Potency, µM (top dose mostly 114 µM), without a hit: top-dose activity change, negative = inhibition, actives largely listed as inhibitors. 4.4% of 360,000 active. AID 504333; also: % is scaled to controls: 0 for no effect and ±100 for the full control effect; nearly all actives have a fitted effect of over 60% in size
#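 Complex of BAZ2B and biotin-H3K14Ac (50 nM apiece) forms over 30 min at RT, then faces library compounds up to 110 uM for another 30 min; AlphaScreen beads added, 20 min dark incubation, luminescence read.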
# JMJD2A Tudor – blocks the human JMJD2A Tudor domain | AlphaScreen JMJD2A-Tudor / H3K4me3 peptide binding | Potency, µM (top dose mostly 114 µM), for the others: at the top dose activity change, negative = inhibition, actives largely listed as inhibitors | 4.4% of 390,000 active | AID 504339; also: % is scaled to controls: 0 for no effect and ±100 for the full control effect; nearly all actives have a fitted effect of over 50% in size
# POLB inh – inhibitors of human DNA polymerase beta; P06746; Pol beta primer extension/strand displacement, fluorescence kinetic; Potency, µM (highest dose often 114 µM), inactives show top-dose activity change, negative = inhibition, hits mostly inhibitors; 1.3% of 340,000 active; AID 485314; also: % is scaled to controls: 0 for no effect and ±100 for the full control effect
#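 Pol beta (10 nM) was preincubated with compound for 15 min at room temperature. The reaction was then started with 50 nM substrate and read immediately and after a further 10 min at room temperature.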
# Active calls of the source: *; u = inconclusive; x = not tested or not shown; [ ] = another dose, or the depositor's remark. Calls follow the shape of the dose curve; as a rule, active = well fitted curve in the direction sought with a large enough effect; inconclusive = small, poorly fitted or top-dose-only effect, or another doubt; inactive = no such curve, though single readings can be large; an effect the other way counts as inactive or inconclusive. Potency is read from the fitted curve at half-maximal effect. This is a subset; count on the stated rates, not on these rows.
no. | Compound | BLM inh | Pol iota inh | G9a block | POLH inh | APEX1 inh | POLK inh | BAZ2B block | JMJD2A Tudor | POLB inh
1 | CSc1nc2ccc(NC(=O)COc3ccccc3F)cc2s1 | x | 0.9% | x | 5.1% | 20.6% | -25.0% | x | -8.1% | x
2 | COc1cccc(N2CCN(c3ccc4nnc(CCC(=O)Nc5ccccn5)n4n3)CC2)c1 | -1.6% | 19.3% | 4.0% | -7.4% | -6.8% | -18.9% | u | -35.9% | 3.8%
3 | CCOC(=O)C1CCN(C(=O)Nc2ccc3nc(-c4ccco4)c(-c4ccco4)nc3c2)CC1 | 4.47µM* | 2.82µM* | 1.58µM* | 2.82µM* | 7.94µM* | 15.8µM* | 11.2µM* | 79.4µM* | 1.58µM*
4 | Cc1ccc(N2C(=O)N(CC(=O)C(C)(C)C)c3ccccc3S2(=O)=O)cc1 | -4.6% | x | -17.5% | x | -5.7% | x | -15.7% | x | -26.3%
5 | CCOC(=O)[C@@H]1[C@H]2COc3ccc(Br)cc3[C@H]2N2C(=O)N(c3ccc(OC)cc3)C(=O)[C@]12C | x | 17.0% | x | -5.7% | 7.1% | -7.1% | x | -15.2% | x
6 | Cc1nc2cccnc2n1C1CCN(C(=O)Nc2ccc(Cl)cc2)CC1 | -2.0% | 25.1% | 7.8%[12.7 µM] | -20.3% | x | -0.5%[60.1 µM] | -2.5% | 1.0% | 1.8%
7 | Cc1ccc(C)c(S(=O)(=O)N2CCCOC2CNC(=O)C(=O)NCCC2=CCCCC2)c1 (stereo not given) | 2.7% | 19.9% | -12.8%[59 µM] | -6.5% | -0.9% | -22.9% | 2.4% | -12.7% | 12.0%
8 | O=C1CC(c2ccccc2)CC(O)=C1C=NCCN1CCN(Cc2ccccc2)CC1 (stereo not given) | -7.6% | u | x | -6.7% | 14.0% | -15.8% | -1.0% | -11.2% | 1.6%
9 | CCOC(=O)c1cc(CC)sc1NC(=O)CC1Sc2ccc(C(F)(F)F)cc2NC1=O (stereo not given) | 1.4% | -7.0% | u | -6.7% | 7.9% | 6.1% | -26.6% | 7.1% | 5.8%
10 | CC(C(c1cccs1)c1c(N)n(C)c(=O)n(C)c1=O)[N+](=O)[O-] (stereo not given) | 1.3% | 18.0% | x | 0.0% | 3.6% | -13.9% | u | -7.0% | -0.5%
11 | COc1ccc(C(=O)Nc2ccc(N3CCOCC3)cc2)cc1S(=O)(=O)N1CCOCC1 | x | 28.1% | 56.2µM* | -21.2% | 42.7% | -4.2% | -3.1% | -6.9% | x
12 | FC(F)(F)c1cccc(NC(=S)N2CCN(c3ccccn3)CC2)c1 | -6.5% | -2.3% | u | 0.3% | 0.5% | -4.2% | -1.9% | -20.1% | 11.5%
13 | Cc1cc(C)cc(NC(=O)c2nnn(Cc3cc(C)ccc3C)c2N)c1 | -8.9% | -2.4% | 14.4%[59 µM] | -10.5% | 2.8% | -19.9% | 12.0% | -10.6% | -0.9%
14 | Cc1nc2ccccc2c(C)c1CC(=O)N(C)CC(=O)Nc1cccc(F)c1 | x | u | -23.3% | -11.3% | 0.2% | -13.1% | -7.1% | -27.5% | x
15 | Cc1cc(NC(=O)CS(=O)(=O)Cc2ccccc2)no1 | -0.3% | -5.7% | -4.3% | -7.7% | 1.1% | 6.9% | -3.9% | -16.1% | 4.7%
16 | COc1ccc(CCNC(=O)CCCCCNc2nc(=S)[nH]c3ccccc23)cc1OC | 2.9% | 83.6%[activator] | u | -4.7% | 2.8% | -4.3% | u | -22.3% | -0.7%
17 | CC1=CC(=O)CC(C)(C)[C@@]1(O)/C=C/[C@@H](C)O[C@@H]1O[C@H](CO)[C@@H](O)[C@H](O)[C@H]1O | x | 4.0% | x | 4.7% | 26.6% | -0.9% | x | -17.7% | x
18 | Cc1ccnc(SC2CC(=O)N(c3ccc(Cl)cc3)C2=O)n1 (stereo not given) | -5.0% | u | -26.7%[59 µM] | 2.2% | 30.5% | -7.4% | -26.0% | -3.3% | 7.9%
19 | O=C(O)c1ccc(N/N=C/c2cccc(C(F)(F)F)c2)cc1 | -4.3% | 0.4% | 13.4%[12.7 µM] | -11.9% | -15.2% | -11.4% | -15.5% | -32.1% | 1.8%
20 | Cc1cccc(C)c1-n1c(SCC(=O)NCc2ccco2)nc2ccccc2c1=O | -1.2% | 14.9% | 3.9% | -28.7% | 0.5% | -11.7% | -32.4% | -12.4% | 5.4%

# Seven of the compounds above, with two lines to a compound:
# Values run as follows: BLM inh, Pol iota inh, G9a block, POLH inh, APEX1 inh, POLK inh, BAZ2B block, JMJD2A Tudor, POLB inh
14. Cc1nc2ccccc2c(C)c1CC(=O)N(C)CC(=O)Nc1cccc(F)c1
 : x, u, -23.3%, -11.3%, 0.2%, -13.1%, -7.1%, -27.5%, x
15. Cc1cc(NC(=O)CS(=O)(=O)Cc2ccccc2)no1
 : -0.3%, -5.7%, -4.3%, -7.7%, 1.1%, 6.9%, -3.9%, -16.1%, 4.7%
16. COc1ccc(CCNC(=O)CCCCCNc2nc(=S)[nH]c3ccccc23)cc1OC
 : 2.9%, 83.6%[activator], u, -4.7%, 2.8%, -4.3%, u, -22.3%, -0.7%
17. CC1=CC(=O)CC(C)(C)[C@@]1(O)/C=C/[C@@H](C)O[C@@H]1O[C@H](CO)[C@@H](O)[C@H](O)[C@H]1O
 : x, 4.0%, x, 4.7%, 26.6%, -0.9%, x, -17.7%, x
18. Cc1ccnc(SC2CC(=O)N(c3ccc(Cl)cc3)C2=O)n1 (stereo not given)
 : -5.0%, u, -26.7%[59 µM], 2.2%, 30.5%, -7.4%, -26.0%, -3.3%, 7.9%
19. O=C(O)c1ccc(N/N=C/c2cccc(C(F)(F)F)c2)cc1
 : -4.3%, 0.4%, 13.4%[12.7 µM], -11.9%, -15.2%, -11.4%, -15.5%, -32.1%, 1.8%
20. Cc1cccc(C)c1-n1c(SCC(=O)NCc2ccco2)nc2ccccc2c1=O
 : -1.2%, 14.9%, 3.9%, -28.7%, 0.5%, -11.7%, -32.4%, -12.4%, 5.4%

# (list continues)
no. | Compound | BLM inh | Pol iota inh | G9a block | POLH inh | APEX1 inh | POLK inh | BAZ2B block | JMJD2A Tudor | POLB inh
21 | CC(C)(C)NC(=O)NC(=O)CN1CCN(Cc2ccccc2)CC1 | -2.8% | 1.5% | -32.5% | -6.8% | 20.9% | 7.5% | x | -31.2% | -1.3%
22 | Cc1ccccc1CSc1ccc(S(=O)(=O)N2CCCC2)cn1 | x | 90.4%[activator] | x | -27.8% | 7.0% | -5.7% | x | 87.7%[activator] | x
23 | CC(C)CC(=O)Nc1nnc(CCc2ccccc2)s1 | -0.8% | 12.9% | 23.8%[59 µM] | -13.9% | -10.8% | 3.8% | 4.8% | 0.4% | -14.1%
24 | COc1ccc(OCC(=O)N2CCN(S(=O)(=O)c3ccc(Cl)cc3)CC2)cc1 | -0.4% | 4.0% | 6.5% | -5.7% | 1.7% | -5.6% | -3.4% | -1.2% | 3.1%
25 | CCN(CC)CCN1C(=O)C(=O)/C(=C(/O)c2ccc(OC(C)C)cc2)C1c1ccncc1 (stereo not given) | -1.6% | 14.0% | u | -22.9% | -3.6% | -4.0% | -6.0% | 9.3% | -0.2%
26 | COc1ccc(CCC(=O)OCC(=O)N(C)c2c(N)n(Cc3ccccc3)c(=O)[nH]c2=O)cc1 | x | -3.7% | -3.6% | -9.1% | 45.5%[activator] | -4.4% | -5.7% | -10.3% | x
27 | COc1ccc(S(=O)(=O)NCc2cccnc2)cc1NC(=O)c1ccc(Cl)cc1 | x | 0.7% | -26.3% | -8.1% | 2.7% | -2.1% | -30.4% | -17.9% | x
28 | C/C(=N/NS(=O)(=O)c1ccc(Cl)cc1)c1ccncc1 | -8.9% | 63.3%[activator] | x | 8.2% | 1.6% | u | -12.1% | 5.3% | 62.8%
29 | COc1ccc(Cn2c3nc4ccccc4nc3c3c(=O)n(Cc4ccco4)cnc32)cc1 | -28.8% | x | -41.7%[12.7 µM] | x | u | x | u | x | 35.5µM*
30 | Cc1ccc(CNC(=O)CCc2nc3cccnc3n2Cc2ccccc2)cc1 | -1.9% | 53.7%[activator] | -2.9%[59 µM] | -19.1% | x | -4.6% | -25.3% | -5.3% | -1.3%
31 | CC(=O)c1cccc(NC(=O)C2C3C=CC(C3=C(c3ccccc3)c3ccccc3)C2C(=O)O)c1 (stereo not given) | -3.9% | -28.0% | 50.1µM* | u | 2.2% | -16.0% | u | u | -14.4%
32 | O=c1ccc2cc(S(=O)(=O)N3CCN(c4ccccc4)CC3)ccc2[nH]1 | -0.9% | -21.7% | x | 8.7% | 7.0% | 9.3% | 13.5% | -4.9% | 19.1%
33 | CCOc1ccc(-n2c(=O)c3sccc3n(CC(=O)NCc3ccco3)c2=O)cc1 | -8.1% | 13.1% | -5.6% | -3.3% | -3.6% | 8.5% | 2.6% | -3.2% | -16.8%
34 | CC1(C)CCc2cc(CN3CCN(c4ccccn4)CC3)ccc2O1 | -4.5% | 84.0%[activator] | 19.8% | -2.5% | 4.6% | -2.9% | -38.3% | -14.6% | -0.7%
35 | CC1(C)CC(=O)c2sc(NS(=O)(=O)Cc3ccccc3)nc2C1 | -8.5% | 1.5% | 11.2µM* | -10.8% | 6.9% | -5.9% | 4.1% | -28.4% | 13.7%
36 | CC(=O)Nc1ccc(C(=O)OCC(=O)NCc2ccc3c(c2)OCO3)cc1 | x | 97.4%[activator] | x | -19.6% | 9.2% | -3.1% | x | -5.5% | x
37 | O=C(CSc1ccccc1)Nc1ccc(S(=O)(=O)Nc2ncccn2)cc1 | -7.2% | 5.8% | 48.5% | 0.1% | -11.3% | -16.6% | 22.4% | -10.3% | -3.4%
38 | O=C1CCCN1CCCNc1ccc2nnc(CCC(=O)N3CCN(c4ccccc4)CC3)n2n1 | 0.3% | -2.6% | -1.1% | -8.6% | 35.1% | -20.7% | -16.9%[57.1 µM] | 4.9% | u
39 | O=C(NCc1cccnc1)c1cccc(NC(=O)c2ccco2)c1 | -13.5% | 36.2%[activator] | u | -19.4% | 9.8% | -3.5% | -5.2% | -8.9% | 29.9%
40 | Cc1ccc(CN(Cc2ccco2)C(=O)COc2cc(C)c(Cl)c(C)c2)cc1 | -9.5% | 14.3% | 48.1%[59 µM] | -11.3% | x | 9.9% | 30.5% | 37.2%[activator] | 15.8%
41 | COc1ccc(NC(=O)CN(C)C(=O)C2=NN(c3ccccc3)C(=O)CC2)cc1 | x | 32.8%[activator] | 29.3%[12.7 µM] | -12.7% | -20.6% | -5.7% | 9.6% | -12.2% | x

# Screens as filed in PubChem BioAssay.
